# Screens deposited in PubChem BioAssay by several laboratories.
# ABCB6 inh MLPCN: human ABCB6 transporter inhibition; Q9NP58; 0.19% of 360,000 active; fluorescence ratio to DMSO, % at 10 µM; K562-ABCB6 porphyrin accumulation, flow cytometry, 1 h; active compounds read low;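 active = fluorescence ratio to DMSO below 75%, the collection mean minus 3 SD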;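 also: signal is porphyrin accumulated inside mitochondria; 100% equals median channel fluorescence of DMSO control wells; lower ratio means ABCB6 inhibition with less porphyrin fluorescence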
# Target sequence (Q9NP58 whole entry, looked up): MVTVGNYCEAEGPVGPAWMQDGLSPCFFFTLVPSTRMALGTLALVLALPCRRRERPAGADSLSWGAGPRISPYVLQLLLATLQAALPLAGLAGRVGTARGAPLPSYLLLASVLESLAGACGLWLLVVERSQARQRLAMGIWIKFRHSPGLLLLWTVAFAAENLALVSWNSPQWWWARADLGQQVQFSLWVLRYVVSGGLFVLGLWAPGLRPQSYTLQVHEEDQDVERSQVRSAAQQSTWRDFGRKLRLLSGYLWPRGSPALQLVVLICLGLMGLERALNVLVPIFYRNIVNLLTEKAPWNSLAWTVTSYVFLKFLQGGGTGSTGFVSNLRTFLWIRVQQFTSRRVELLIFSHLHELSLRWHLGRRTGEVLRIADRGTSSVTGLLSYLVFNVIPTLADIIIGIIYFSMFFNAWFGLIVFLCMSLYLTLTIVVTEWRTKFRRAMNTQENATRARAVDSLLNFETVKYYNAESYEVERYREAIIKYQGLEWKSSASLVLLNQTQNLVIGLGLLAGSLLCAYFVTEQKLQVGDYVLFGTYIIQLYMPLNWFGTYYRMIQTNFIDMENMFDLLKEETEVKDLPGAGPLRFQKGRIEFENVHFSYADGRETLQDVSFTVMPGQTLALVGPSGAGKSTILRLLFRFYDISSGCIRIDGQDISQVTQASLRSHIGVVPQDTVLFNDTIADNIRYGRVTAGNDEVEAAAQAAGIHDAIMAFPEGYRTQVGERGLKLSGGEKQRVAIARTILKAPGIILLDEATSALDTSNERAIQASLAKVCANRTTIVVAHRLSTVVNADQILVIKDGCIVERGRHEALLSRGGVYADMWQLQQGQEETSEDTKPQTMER
# CaV13 ICDI inh: Primary screen for inhibitors of IQ motif and Ca2+-dependent inactivation inhibitor domain binding in CACNA1D, Förster resonance energy transfer in living cells, … | inhibition, % at 12.3 µM | HEK cells, CFP/YFP FRET ICDI-IQ, plate reader, 10 min; percent FRET-ratio fall versus neutral wells | 0.098% of 340,000 active;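 active = mean replicate inhibition of at least 30% and at least 1% of replicates passing that level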;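 also: 0% = median of the neutral control wells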
# Exocytosis inh: lytic granule exocytosis inhibition. inhibition, % at 10 µM. TALL-104 LAMP-1 surface exposure, flow cytometry; cells stimulated with thapsigargin and PMA. 0.66% of 360,000 active;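 active = inhibition above about 55%, limit read from the data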
# N-glyco inh: N-linked glycosylation inhibition | D54 ERlucT glycosylation luciferase reporter, 24 h; percent of 100 nM tunicamycin response | reporter increase, % at 12.5 µM | 0.23% of 360,000 active | AID 588692;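 active = mean luciferase reporter signal, scaled so untreated is 0 and the glycosylation-blocking control 100, at or above a set limit in every replicate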;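 also: luciferase carries N-glycosylation sites so blocking glycosylation raises the light; 0% = median of neutral control wells and 100% = median of 100 nM tunicamycin wells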
# Vif imaging: HIV Vif inhibition; inhibition, % at 7.49 µM; HEK293T cells, Vif self-association by quenched fluorescence, imaging, 24 h; 0.35% of 340,000 active; AID 602346; in the data active = inhibition above about 50%, passing the limit was not always enough; also: some results filed as inactive read as strong as hits
# hiPSC survival: increases survival of single human iPS cells; 0.044% of 360,000 active; survival enhancement, % at 20 µM; hiPSC single-cell survival, ATPlite luminescence; 100% = ROCK inhibitor wells, 0% = DMSO; in the data active = survival enhancement above about 18%;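 also: cells exposed to compounds for 16 hours before the ATP read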
# Cardio protect: protects H9c2 cardiomyocytes from peroxide injury; H2O2 injury protection, ATPLite, 2 h; protection from H2O2 cell death, % at 20 µM; 0.63% of 360,000 active; AID 588492;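 active = compounds giving at least 50% protection of heart cells from peroxide-induced death in the single-dose screen, raw or plate-pattern-corrected value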;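 also: 0% = DMSO wells with peroxide and 100% = DMSO wells without peroxide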
# aDG glyco up: increases alpha dystroglycan glycosylation; Pro5-aDG cells, alpha-DG glycosylation AlphaScreen (IIH6); 0% Pro5, 100% B10-LARGE cell signal; activation, % at 10 µM; 0.22% of 360,000 active;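 active = activation of at least 8% versus controls, or a plate z-score of at least 8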;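 also: Pro5 are CHO cells carrying HIG-tagged alpha-DG that lacks glycosylation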
# HTR2A ag: mouse HTR2A agonism via beta-arrestin recruitment. P35363. CHO-K1 mHTR2A beta-arrestin complementation, luminescence; percent of 30 µM serotonin response. activation, % at 7.6 µM. 0.66% of 360,000 active. AID 624169;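 active = activation above a run cutoff, the mean activation of all tested compounds plus 3 SD, cut at about 14% in these data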;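 also: 0% = plate median of compound wells and 100% = 30 µM serotonin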
# PDI turbidity: inhibitors of human protein disulfide isomerase | P07237 | PDI insulin aggregation turbidity, A650, 90 min | inhibition, % at 10 µM | 0.052% of 350,000 active | AID 588391;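 active = mean inhibition across replicates of 30% or more, whatever share of single replicates reach that level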;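 also: absorbance from insulin aggregation driven by PDI reduction with DTT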
# * marks the source's active call; other numbers are inactive results; · = not tested or not shown.
(1) O=c1c(-c2nnc(SCc3ccc(Cl)cc3)o2)cccn1Cc1ccccc1
(2) CCOC(=O)c1nnn(CC(=O)Nc2ccccc2OC)c1C(=O)OCC
(3) O=C(N[C@@H](Cc1ccc(O)cc1)C(=O)O)C(c1ccccc1)c1ccccc1
(4) CC(C)c1nnc(NC(=O)c2nc(S(=O)(=O)Cc3ccccc3)ncc2Cl)s1
(5) CC1CCCCC1NC(=O)CCS(=O)(=O)c1ccc(Cl)cc1 (centres undefined)
(6) COCCCN1CN=C(NS(=O)(=O)c2ccc(C)cc2)NC1
(7) COc1ccc(Cn2ccnc2SCC(=O)NC2CCCCC2)cc1
(8) O=C(NCc1cc(Cl)cc(Cl)c1)c1ccc2sc([C@@H]3O[C@H](CO)[C@H](O)[C@H](O)[C@H]3O)nc2c1
Assay by compound	1	2	3	4	5	6	7	8
ABCB6 inh MLPCN	93	89	97	81	96	94	98	95
CaV13 ICDI inh	-6	-5	-4	-5	-3	-3	-3	-3
Exocytosis inh	-1	1	-12	12	0	-7	-3	-4
N-glyco inh	-3	-1	1	-1	1	0	0	-1
Vif imaging	-6	2	-19	-19	8	-7	5	6
hiPSC survival	2.8	5.0	0.9	-0.2	0.4	0.3	-0.3	2.6
Cardio protect	-6	1	1	-11	0	2	5	-2
aDG glyco up	0.5	0.1	0.2	5.2	0.2	-0.1	0.0	0.0
HTR2A ag	-6	3	-1	1	2	3	1	-4
PDI turbidity	7	-5	11	0	-5	-5	-9	-3

(9) NCCCC[C@H]1CNC(=S)N1CCc1cc(C(F)(F)F)cc(C(F)(F)F)c1
(10) COc1ccc(C(=O)N/C(=C\c2cn(S(=O)(=O)N(C)C)c3ccccc23)C(=O)NCCCn2ccnc2)cc1
(11) CC(/C=N/n1cnnc1)=C\c1ccco1
(12) O=C(CCN1CCCCC1)Nc1cccc(Br)c1
(13) CCCn1c(SC(C)C(=O)NCC2CCCO2)nc2sc3c(c2c1=O)CCC3 (centres undefined)
(14) CCC(OC(=O)c1cccs1)C(=O)NC1CCCCC1 (centres undefined)
(15) Fc1cccc(Cn2cc(C(=S)N3CCOCC3)c3ccccc32)c1
(16) CCCC(C(=O)NCCC(C)C)N(Cc1ccc(OC)cc1)C(=O)c1snc(C(N)=O)c1N (centres undefined)
Assay by compound	9	10	11	12	13	14	15	16
ABCB6 inh MLPCN	101	94	87	99	101	94	97	94
CaV13 ICDI inh	-5	-7	-6	-3	-1	-4	0	-5
Exocytosis inh	13	-2	-3	2	8	-1	-3	-3
N-glyco inh	-2	0	1	2	-1	-1	-3	-1
Vif imaging	-4	0	-4	4	-4	0	-6	-3
hiPSC survival	-0.4	0.5	-0.4	-0.5	-0.4	-1.6	-0.8	-0.7
Cardio protect	1	-1	2	-2	7	0	-3	11
aDG glyco up	-0.1	0.0	0.0	-0.1	-0.2	0.1	0.1	0.0
HTR2A ag	-1	-6	0	-6	3	2	-2	-4
PDI turbidity	5	3	9	11	2	-1	-7	14

(17) COC(=O)C1=C(C)N(Cc2ccccc2)C(=O)N[C@H]1c1ccco1
(18) Cc1cc(-c2ccccc2)nc2cc(C(=O)OC(C)C)nn12
(19) O=C(CCSCCc1ccccn1)Nc1ccc(Cc2ccncc2)cc1
(20) C[C@H](CO)N1C[C@H](C)[C@@H](CN(C)Cc2ccc(Cl)c(Cl)c2)Oc2c(NC(=O)CCC(F)(F)F)cccc2C1=O
(21) NS(=O)(=O)c1ccc(CCNC(=O)COC(=O)/C=C/c2cc(Br)ccc2F)cc1
(22) O=C(CCc1ccc(S(=O)(=O)NCCc2ccccc2)cc1)NCc1ccco1
(23) Cc1ccc(S(=O)(=O)NCCc2cc3ccc(C)cc3[nH]c2=O)cc1
(24) Cc1cc(C)c(C)c(OCC(=O)N2CCCCCC2)c1
Assay by compound	17	18	19	20	21	22	23	24
ABCB6 inh MLPCN	105	94	90	96	91	92	94	101
CaV13 ICDI inh	-3	-3	3	-5	-19	0	-3	-3
Exocytosis inh	0	-1	-1	11	-9	0	-10	3
N-glyco inh	3	0	-3	-5	-1	-3	0	-2
Vif imaging	-10	9	-13	-5	21	8	-12	0
hiPSC survival	-2.6	-0.8	4.0	3.6	1.7	4.9	1.5	-1.0
Cardio protect	-3	-1	0	12	3	-10	1	-1
aDG glyco up	0.3	0.0	-0.2	0.1	0.1	0.0	0.0	0.4
HTR2A ag	10	1	1	-5	-1	-2	-13	-1
PDI turbidity	-5	-1	-9	5	-5	1	7	-2

(25) O=C(COC(=O)C12CC3CC(CC(O)(C3)C1)C2)Nc1cccc(Br)c1
(26) CN1[C@@H](Cc2ccccc2)COc2cc(N3CCSCC3)ccc2S1(=O)=O
(27) C=CCC[C@H](CCCCC)OC(=O)/C=C/[C@H](O)[C@@H](O)C[C@@H](O)CC=C
(28) Cc1cccc(NC(=O)c2ccc(S(=O)(=O)N3CCOCC3)cc2)c1C
(29) CCOC(=O)c1c(NC(=O)C2CCCO2)sc(C(N)=O)c1C (centres undefined)
(30) COc1ccc2ccc(C(C)(C(C)=O)C(=O)OC(C)C)cc2c1 (centres undefined)
(31) CCn1c(CO)nc2c1c(=O)[nH]c(=O)n2Cc1ccccc1
(32) CCCCC(O)(CCN1CCOCC1)c1ccc(Cl)cc1 (centres undefined)
Assay by compound	25	26	27	28	29	30	31	32
ABCB6 inh MLPCN	99	96	99	100	89	94	98	101
CaV13 ICDI inh	-7	-11	-6	-2	-2	-8	-4	-7
Exocytosis inh	-2	-4	1	-12	3	15	-3	0
N-glyco inh	1	·	·	-1	1	1	2	-2
Vif imaging	-14	·	·	-2	-1	-1	-2	2
hiPSC survival	0.9	1.3	-0.5	0.8	2.0	-2.3	1.8	2.1
Cardio protect	-6	·	·	-6	8	-2	-4	1
aDG glyco up	-0.1	-0.1	0.3	0.0	-0.4	0.4	0.1	0.8
HTR2A ag	0	-9	4	0	-2	4	-14	-1
PDI turbidity	-3	·	·	6	-3	1	3	-1

# Brought forward from above: four compounds, then new ones.
(29) CCOC(=O)c1c(NC(=O)C2CCCO2)sc(C(N)=O)c1C (centres undefined)
(30) COc1ccc2ccc(C(C)(C(C)=O)C(=O)OC(C)C)cc2c1 (centres undefined)
(31) CCn1c(CO)nc2c1c(=O)[nH]c(=O)n2Cc1ccccc1
(32) CCCCC(O)(CCN1CCOCC1)c1ccc(Cl)cc1 (centres undefined)
(33) O=C(CCS(=O)(=O)c1ccc(Br)s1)NCc1ccccc1
(34) CCCCC[C@H](O)/C=C/C1=C(CCCCCCC(=O)O)C(=O)CC1
(35) Cc1cc(C(F)(F)F)n2nc(-c3cnn(C)c3C(F)(F)F)cc2n1
(36) CCCN(CCC)CC(=O)Nc1cccc2c1OCO2
(37) CCc1nc(N[C@@H](CC(C)C)C(=O)O)c2oc3ccccc3c2n1
(38) CN(CC(=O)Nc1cccc(F)c1)C(=O)CSc1nc2ccccc2s1
(39) CCCNC(=O)c1ccc(N2CCC3(CC2)CC(c2cccc(Br)c2)=NO3)c(NC(=O)c2ccc(Cl)c([N+](=O)[O-])c2)c1
(40) Cc1[nH]n2c(=O)cc(-c3ccc([N+](=O)[O-])cc3)nc2c1-c1ccccc1
Assay by compound	29	30	31	32	33	34	35	36	37	38	39	40
ABCB6 inh MLPCN	89	94	98	101	93	101	98	99	103	98	100	92
CaV13 ICDI inh	-2	-8	-4	-7	-5	·	-4	-5	-6	-6	-5	-5
Exocytosis inh	3	15	-3	0	0	-2	-5	-2	10	0	9	1
N-glyco inh	1	1	2	-2	-1	4	3	-1	2	-1	6	0
Vif imaging	-1	-1	-2	2	-1	-5	68*	19	14	-3	0	6
hiPSC survival	2.0	-2.3	1.8	2.1	-3.6	0.1	5.8	1.0	-5.7	0.6	-4.2	0.6
Cardio protect	8	-2	-4	1	-2	11	1	-4	9	-9	1	37
aDG glyco up	-0.4	0.4	0.1	0.8	-0.1	-0.3	-0.1	-0.1	-0.1	0.1	-0.3	0.0
HTR2A ag	-2	4	-14	-1	-1	7	1	-1	-4	-4	-4	-12
PDI turbidity	-3	1	3	-1	1	1	1	-3	-3	0	-4	3

(41) Cc1noc(C)c1C(=O)N1CCCc2ccccc21
(42) CC1(C)CC(=O)C=C(Nc2ccc(O)cc2)C1
(43) CCn1ccc(C(=O)NCc2ccc3c(c2)OCO3)n1
(44) O=C(CCC(=O)N1CCN(S(=O)(=O)c2ccc(Cl)cc2)CC1)NCc1ccccc1
(45) O=C(C1CC2C=CC1C2)N1CCN(c2ccccc2)CC1 (centres undefined)
(46) Cc1cccc(C(=O)Nc2nnc(COc3ccccc3)s2)c1
(47) O=C(C1CCN(S(=O)(=O)c2cccs2)CC1)N1CCN(c2ccccc2)CC1
(48) Cc1ccc(-c2c(C(=O)N/N=C/c3ccc(OC(C)C)cc3)nnn2-c2nonc2N)cc1
Assay by compound	41	42	43	44	45	46	47	48
ABCB6 inh MLPCN	106	98	96	99	99	98	90	94
CaV13 ICDI inh	·	-11	-3	-4	-4	-6	-5	-3
Exocytosis inh	4	0	38	2	0	-5	-1	-1
N-glyco inh	2	-1	2	-3	0	0	-5	1
Vif imaging	-1	·	·	1	-7	0	7	-4
hiPSC survival	-4.3	8.4	-0.4	-0.7	-0.9	-0.6	0.3	1.1
Cardio protect	5	13	-1	-10	0	-3	0	-6
aDG glyco up	-0.3	-0.1	-0.2	0.2	-0.3	-0.1	0.0	-0.2
HTR2A ag	1	2	2	4	-4	0	5	-6
PDI turbidity	0	-2	10	-24	-8	-3	-4	27

# Single entries from the results shown:
# Reading for `O=C(CCC(=O)N1CCN(S(=O)(=O)c2ccc(Cl)cc2)CC1)NCc1ccccc1` under ABCB6 inh MLPCN: 99
# Reading for `Cc1noc(C)c1C(=O)N1CCCc2ccccc21` under Exocytosis inh: 4

# Later entries.
(49) CCOCCn1c(SCc2c(F)cccc2Cl)nc2c1c(=O)[nH]c(=O)n2C
(50) CCOC(=O)c1c(C)[nH]c(C)c1C(=O)COC(=O)/C=C/c1ccc(Cl)cc1
(51) O=C(NCCF)[C@H]1C[C@@H]1[C@H](NP(=O)(c1ccccc1)c1ccccc1)c1ccccc1
(52) CN(c1ccc(C(=O)NCc2cccs2)cc1)S(=O)(=O)c1ccccc1
(53) CN1CCN(C(=O)CNc2ccc(C(F)(F)F)cc2[N+](=O)[O-])CC1
(54) c1ccc(CCn2c3ccccc3c3nnc(SCc4ccc5nonc5c4)nc32)cc1
(55) Cc1ccc(C)c(NC(=O)CN(C)C(=O)c2ccccc2Cc2ccccc2)c1
(56) O=C(CCC1CCCC1)NNC(=O)c1cccc(Cl)c1
(57) C=CCN=C1CC(C)(C)CC(=O)/C1=C(\O)c1ccccc1
Assay by compound	49	50	51	52	53	54	55	56	57
ABCB6 inh MLPCN	101	102	99	96	87	98	96	99	86
CaV13 ICDI inh	-4	-5	-12	5	-1	-4	-6	·	-5
Exocytosis inh	6	25	-17	2	1	-3	8	-4	3
N-glyco inh	2	0	0	-2	-1	1	0	0	-1
Vif imaging	-3	-2	2	3	-3	-4	2	10	4
hiPSC survival	8.8	1.2	-2.4	0.2	-0.3	1.9	-0.5	-0.3	-0.9
Cardio protect	4	-2	2	-5	-7	4	-1	-2	-1
aDG glyco up	-0.2	-0.1	0.3	-0.6	-0.1	0.1	0.8	0.3	0.0
HTR2A ag	7	-5	13	-8	-3	-2	-9	7	1
PDI turbidity	0	9	-2	-1	3	-4	1	5	4

# This is a random part of the collection; any-hit rate near 3.1%.
